Bioassay records deposited in PubChem BioAssay by The Scripps Research Institute Molecular Screening Center.
CHRM1 antagonist: antagonists of human M1 muscarinic receptor; P11229; CHO-K1 hM1, Fluo-8 calcium fluorescence, ACh EC80 antagonist; inhibition, % at 3 µM; hit rate 1.3% among 360,000;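 active = percent inhibition above its own plate's cutoff, namely the mean of that plate's compound wells plus 3 SD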;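 also: peak over basal fluorescence ratio during 140 s after agonist addition; 0% = ACh EC80 plus DMSO and 100% = DMSO alone without agonist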
Target sequence (P11229 whole entry, looked up): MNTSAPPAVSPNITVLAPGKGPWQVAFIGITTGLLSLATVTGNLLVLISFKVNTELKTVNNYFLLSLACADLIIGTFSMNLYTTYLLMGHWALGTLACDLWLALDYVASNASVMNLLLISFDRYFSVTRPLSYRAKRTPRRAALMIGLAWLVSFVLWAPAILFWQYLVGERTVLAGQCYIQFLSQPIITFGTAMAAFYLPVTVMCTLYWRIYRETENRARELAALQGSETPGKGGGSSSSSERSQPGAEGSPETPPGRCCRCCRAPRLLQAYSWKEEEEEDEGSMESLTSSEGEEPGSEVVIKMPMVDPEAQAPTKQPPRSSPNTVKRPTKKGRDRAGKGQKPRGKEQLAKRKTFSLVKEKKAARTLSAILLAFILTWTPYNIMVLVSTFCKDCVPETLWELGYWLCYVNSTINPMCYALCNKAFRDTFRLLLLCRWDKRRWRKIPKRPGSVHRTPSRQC
CHRM1 agonist: agonists of human M1 muscarinic receptor; P11229; CHO-K1 hM1, Fluo-8 calcium fluorescence, agonist mode; 0% DMSO, 100% acetylcholine EC100; activation, % at 3 µM; hit rate 0.33% among 360,000;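 active = activation above the run's mean compound activation plus 3 SD, cut at about 16% in these data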;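 also: peak over basal fluorescence ratio within a 140 s kinetic read after compound addition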
CHO-K1 Ca PAM: counter-screen for M1 PAMs: effect in parental CHO-K1 cells; ATP EC20, Fluo-8 calcium fluorescence; 0% at ATP EC20, 100% at ATP max; activation, % at 3 µM; hit rate 0.02% among 360,000; AID 602247;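 active = activation above the run cutoff, the mean activation of all test compounds plus 3 SD, cut at about 40% in these data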;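 also: peak over basal fluorescence ratio in a 140 s read after ATP addition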
TAAR1 agonist: human TAAR1 agonism; CHO RD-HGA16 TAAR1, Fluo-8 calcium fluorescence; vehicle wells 0%, saturating PEA agonist 100%; hit rate 0.99% among 360,000; activation, % at 3 µM; Q96RJ0;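 active = activation above the mean activation of all test compounds in the run plus 3 SD, cut at about 38% in these data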
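Assay system – CHO-derived RD-HGA16 cells with stable Gα16 and human TAAR1 · Compound dosing – one-point dosing at 3 µM (nominal) · Incubation – 17-24 h seeding, 75 min 37 °C dye, 30 min RT · Measured by – kinetic Fluo-8 calcium fluorescence · Control set – DMSO vehicle as 0%, PEA at EC100 as 100% · Repeats – single well for each compound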
TAAR1 antag: antagonists of human TAAR1; inhibition, % at 3 µM; hit rate 1.5% among 360,000; Q96RJ0; AID 624466; CHO RD-HGA16 TAAR1, Fluo-8 calcium fluorescence, antagonist;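 active = inhibition above a per-plate cutoff, the mean inhibition of test compounds on that plate plus 3 SD, cut at about 49% in these data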;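 also: 0% = DMSO plus EC80 beta-PEA response and 100% = DMSO alone without agonist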
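Assay system: CHO-derived RD-HGA16 cells stably expressing human TAAR1 plus Gα16. Timing: 140 s kinetic read after compound, 140 s after agonist. Technique: kinetic Fluo-8 calcium fluorescence measurement. Measure: % inhibition of agonist calcium response.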
OXTR potentiate: potentiates the human oxytocin receptor response. P30559. CHO-OTR cells, Fluo-8 calcium fluorescence, potentiator mode; 0% = oxytocin EC15, 100% = EC100. activation, % at 3 µM. hit rate 0.061% among 320,000;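 active = activation above that plate's cutoff, the mean activation of tested compounds plus 3 SD, cut at about 6.6% in these data, passing the limit was not always enough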;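 also: 100% uses oxytocin at 75 nM as the full agonist control; some results filed as inactive read as strong as hits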
Target sequence (P30559 whole entry, looked up): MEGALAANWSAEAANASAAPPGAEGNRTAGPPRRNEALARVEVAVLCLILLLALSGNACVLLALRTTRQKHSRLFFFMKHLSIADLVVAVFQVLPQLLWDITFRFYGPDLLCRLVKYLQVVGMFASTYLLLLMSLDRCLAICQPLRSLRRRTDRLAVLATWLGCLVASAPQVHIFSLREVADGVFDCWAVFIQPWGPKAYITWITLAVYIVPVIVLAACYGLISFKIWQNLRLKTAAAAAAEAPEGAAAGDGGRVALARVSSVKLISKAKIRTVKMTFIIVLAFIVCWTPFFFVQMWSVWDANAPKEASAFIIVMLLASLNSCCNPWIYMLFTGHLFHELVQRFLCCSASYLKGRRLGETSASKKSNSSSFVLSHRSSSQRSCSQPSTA
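Assay system: CHO cell line stably expressing human OTR. Reagent: EC15 oxytocin agonist. Dosing: single dose, 3.0 µM nominal final compound concentration. Timing: compound 6 min at room temperature before oxytocin, 100 s read. Signal: kinetic Fluo-8 calcium fluorescence. Controls: oxytocin EC15 low and EC100 high.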
CHO parental Ca: counter-screen: ATP calcium response change in parental CHO cells; hit rate 0.63% among 330,000; inhibition, % at 5.6 µM; parental CHO-K1, ATP-induced calcium, Fluo-8 fluorescence; AID 463079;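 active = inhibition above that plate's mean sample inhibition plus 3 SD, cut at about 26% in these data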;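 also: 0% = ATP-challenged DMSO wells and 100% = DMSO wells without ATP; some compounds past the cut are filed as inactive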
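Test system: untransfected parental CHO cell line; also added: ATP stimulus; dosing: 5.6 µM, single dose; signal: calcium-sensitive Fluo-8 fluorescence; measure: percent inhibition of ATP-evoked calcium rise, normalized to controls; benchmarks: low control ATP plus DMSO, high control DMSO only; replication: one well per compound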
CHO-K1 Ca ag: counter-screen for M1 agonists: effect in parental CHO-K1 cells; hit rate 0.48% among 360,000; Fluo-8 calcium fluorescence; scaled to maximal ATP response, vehicle zero; activation, % at 3 µM; AID 602248; in the data active = activation above about 15%;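 also: untransfected CHO-K1 host cells lacking M1 receptor as counterscreen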
CHO-K1 Ca antag: nonselective inhibitor or artifact in parental CHO-K1 cells; AID 602250; ATP-induced calcium, Fluo-8 fluorescence; inhibition, % at 3 µM; hit rate 0.6% among 360,000;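 active = inhibition above a per-plate cutoff, the plate's mean sample inhibition plus 3 SD, cut at about 24% in these data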;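 also: 0% = DMSO plus EC80 ATP and 100% = DMSO alone without ATP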
Starred values were filed as active, the others as inactive; nt = not tested or not shown.

SMILES	CHRM1 antagonist	CHRM1 agonist	CHO-K1 Ca PAM	TAAR1 agonist	TAAR1 antag	OXTR potentiate	CHO parental Ca	CHO-K1 Ca ag	CHO-K1 Ca antag
COc1cccc(CC(=O)Nc2ccc(S(=O)(=O)N3CCCCC3)cc2)c1	-10	-1	12	6	3	-6	-15	1.7	-12
CC(C)Cn1cnc2sc3c(c2c1=N)CCCC3	-1	-5	-2	9	-14	-9	0	1.2	-12
COc1cccc(NC(=O)NCCN2CCCCC2)c1	-9	-8	1	2	-2	0	-3	1.0	-3
O=S1(=O)c2cccc3cccc(c23)N1Cc1nnc(-c2ccccc2Br)o1	12	1	7	12	29	-20	32*	6.0	14
CC(C)COC(=O)Nc1ccccc1C(=O)N1CCOCC1	-16	1	-3	4	-7	-15	12	-0.2	4
COc1cc2c(cc1OC)CN(C(=O)CSc1nnc3scc(-c4ccccc4)n13)CC2	-4	-6	0	-2	-2	-1	-17	-0.1	1
CCOCCCNC(=O)C1CCN(S(=O)(=O)N2CCCCC2)CC1	-3	1	-5	0	12	-5	-12	0.3	11
C/C(CC(=O)Nc1cc(C)ccn1)=N\NC(=O)c1ccc(C)cc1	-13	-5	4	1	10	1	-7	-0.4	-2
NCCSC1CC(=O)N(c2ccc(F)cc2)C1=O (stereo not drawn)	-9	-4	19	1	5	-3	-3	0.2	-3
COc1cccc(Nc2nc(C(N)COCc3ccccc3)cs2)n1 (stereo not drawn)	-15	1	4	59*	33	nt	nt	1.0	1
CC1C(=O)N2CCCc3cc(S(=O)(=O)N4CCC(C(N)=O)CC4)cc1c32 (stereo not drawn)	-5	-1	11	5	-23	-6	-1	-0.5	-3
CNC(=O)c1cc(Oc2ccc(NC(=O)c3[nH]c(-c4ccccc4)c4c3C(=O)N(C)C4=O)cc2)ccn1	-16	-2	-1	2	-17	nt	nt	0.1	-15
CCC(=O)N1CCN(c2ccc(Cl)cc2NC(=S)NC(=O)c2ccco2)CC1	-1	-2	12	1	-6	-7	-7	12	6
COc1ccc(O)c(C(=O)c2cc(C#N)c(=O)n(-c3c(C)n(C)n(-c4ccccc4)c3=O)c2)c1	17	-3	12	13	17	-7	-4	3.5	-10
O=C(N/C=C/c1ccc(Cl)cc1)NCc1ccc(Cl)cc1	-12	-6	11	4	-26	-15	-24	0.2	-4
CC1(C(=O)NS(=O)(=O)c2cccc(F)c2)CCN1C(=O)c1ccccc1CCc1ccccc1 (stereo not drawn)	-11	-5	0	1	-25	nt	nt	0.5	-3
CCOC(=O)C(CC)(CC)C(=O)/C=C/c1cccc(Br)c1	-7	0	-5	9	-7	-23	-19	0.0	8
COc1ccc2cc(C#N)c(N3CCN(C(=O)c4ccccc4C)CC3)nc2c1	0	-8	-8	7	36	-7	-17	2.8	8
Cc1cc(C)nc(SCCCNCc2ccccc2)n1	-18	8	30	-1	12	5	-18	1.5	-16
O=C(CSCC(=O)OCC(=O)c1ccc(Br)cc1)Nc1cccc2ccccc12	2	-4	11	4	10	-6	0	0.4	3
O=C(O)c1cc(-c2ccc(Cl)cc2)n[nH]1	-6	-1	13	4	9	-11	-1	0.5	0
COc1ccc(CCNC(=O)C(=O)NCc2ccccn2)cc1	-14	-3	26	8	-13	4	-13	-0.1	-12
COC(=O)CNC(=O)COC(=O)c1ccc(OC)c([N+](=O)[O-])c1	-2	-5	32	2	-10	-3	5	1.5	-16
CCc1ccc(S(=O)(=O)NCc2csc(-c3ccccc3)n2)s1	-9	-4	30	2	7	-12	-14	2.6	-14
COC(=O)c1ccc(S(=O)(=O)N2C3CCC2CC(NC(=O)NC2CCCCC2)C3)cc1 (stereo not drawn)	-13	-1	10	7	-26	-5	6	1.2	-14
CCCCOc1ccc(NC(=O)c2cnc(C)cn2)cc1	14	0	14	11	-1	-13	2	3.8	1
Fc1ccccc1C1CCN(Cc2nc(CC3CC3)no2)C1 (stereo not drawn)	-1	-9	10	48*	-8	-2	-25	0.5	-1
Cc1ccc(S(=O)(=O)N(CCc2ccccc2)c2ccc3c(c2)C2CC3CCN2C(=O)OCc2ccccc2)cc1 (stereo not drawn)	-23	-1	0	3	-37	nt	nt	0.7	-2
CC1(C)C2CCC1(C)C(Nc1ccccc1)C2 (stereo not drawn)	-5	-1	-2	2	-18	-1	0	0.7	-10
CCc1ccc(/C=C/C(=O)C2C(=O)c3ccccc3C2=O)cc1	3	-2	-8	21	14	-2	35*	-0.7	-9
COc1ccc(CNC(=O)CN(Cc2ccccc2)C(=O)CCC(=O)Nc2nccs2)cc1	12	-6	-6	6	-12	-13	-14	1.6	-6
CC(C)CC(=O)Nc1ccc(C(=O)Cn2c(=O)oc3ccccc32)cc1	11	-7	-9	-1	2	-5	-5	0.3	18
NS(=O)(=O)c1ccc(NC(=O)/C=C/c2ccc(S(=O)(=O)NCc3ccco3)cc2)cc1	-8	-6	8	0	0	-10	6	0.3	-1
C(=N\N1CCN(C2c3ccccc3-c3ccccc32)CC1)/c1cccs1	1	-3	-5	-1	2	-16	1	0.6	-15
Cc1ccc2cc3c(N)[nH]nc3nc2c1	-15	-6	7	0	-10	-11	-5	-0.4	-1
Cc1ccccc1NC(=S)NC(NC(=O)COc1ccccc1)C(Cl)(Cl)Cl (stereo not drawn)	4	1	7	15	13	-23	-23	3.2	4

Record cards (already shown). Values in the order: CHRM1 antagonist, CHRM1 agonist, CHO-K1 Ca PAM, TAAR1 agonist, TAAR1 antag, OXTR potentiate, CHO parental Ca, CHO-K1 Ca ag, CHO-K1 Ca antag
`CC(C)CC(=O)Nc1ccc(C(=O)Cn2c(=O)oc3ccccc32)cc1` is entered as 11, -7, -9, -1, 2, -5, -5, 0.3, 18
`CCCCOc1ccc(NC(=O)c2cnc(C)cn2)cc1` is entered as 14, 0, 14, 11, -1, -13, 2, 3.8, 1

Additional compounds follow.
SMILES	CHRM1 antagonist	CHRM1 agonist	CHO-K1 Ca PAM	TAAR1 agonist	TAAR1 antag	OXTR potentiate	CHO parental Ca	CHO-K1 Ca ag	CHO-K1 Ca antag
Cc1cc(C(=O)CN2C(=O)C(=O)N(CCC3=CCCCC3)C2=O)c(C)n1C	-5	-1	9	7	40	-11	-15	0.8	13
Cc1ccc(NC(=O)c2ccncc2)cc1[N+](=O)[O-]	-7	-6	22	3	-4	-1	-17	0.3	-9
CCOc1ccc(Br)cc1S(=O)(=O)NCc1ccc(S(N)(=O)=O)cc1	3	-2	23	0	7	-2	15	0.4	-8
COc1cccc(-c2n[nH]c(=S)n2Cc2ccco2)c1	-16	-2	-2	3	-18	-9	4	0.3	-10
O=C1C=C(N2CCOCC2)C2(CCCCC2)O1	-1	-10	24	0	7	-7	-17	1.1	-6
S=c1ccc2ccccc2[nH]1	-7	-2	10	8	7	-2	-3	0.3	-7
Cc1ccc(Oc2ccccc2/C=C2\SC(=O)N(C)C2=O)cc1	-1	-6	19	4	21	-3	0	0.2	-8
Cc1noc(C)c1NC(=O)N(C)C[C@@H]1Oc2ccc(NC(=O)Cc3cn(C)c4ccccc34)cc2CC(=O)N([C@H](C)CO)C[C@@H]1C	4	-3	7	1	-9	-6	-12	0.4	6
O=C(Nc1cccc(Cl)c1N1CCOCC1)c1ccc([N+](=O)[O-])o1	-7	-3	5	-1	-11	-4	-19	0.2	-9
Cc1cc(C(=O)NNC(=O)C(C)(C)Oc2ccc(Cl)cc2)c(C)o1	-8	-5	28	3	-21	-1	5	-0.2	-16
O=C(CCn1c(=O)[nH]c2ccsc2c1=O)N(CCc1ccccc1)Cc1ccccc1	16	0	3	19	41	-11	-20	3.9	1
Cc1cc(NC(=O)NC2CCCN2S(=O)(=O)c2ccc(Cl)cc2)no1 (stereo not drawn)	-26	-4	-3	2	-17	-6	-19	1.3	12
NC1=NN=C(N2N=C(c3ccco3)CC2(O)C(F)(F)F)n2ncnc2C1 (stereo not drawn)	1	-3	3	3	20	-17	0	-0.5	-9
COc1ccc(/C=N/NC(C)(C)C)c(OC)c1	-4	-5	15	0	-12	-1	-14	0.1	2
CCCCn1c(N)c(N(CC(C)C)C(=O)c2cc3ccccc3cc2OC)c(=O)[nH]c1=O	-10	-2	8	5	-24	nt	nt	1.0	0
O=c1[nH]c(/C=C\c2ccc(O)c(Cl)c2)nc(O)c1[N+](=O)[O-]	-11	-1	7	4	-19	-6	7	-0.2	-13
CC(C)(CNC(=O)c1sc2cc(F)ccc2c1Cl)N1CCOCC1	-1	-9	12	-1	9	-4	-6	2.5	-2

Of the compounds above, these have a Cl atom.
SMILES	CHRM1 antagonist	CHRM1 agonist	CHO-K1 Ca PAM	TAAR1 agonist	TAAR1 antag	OXTR potentiate	CHO parental Ca	CHO-K1 Ca ag	CHO-K1 Ca antag
CCC(=O)N1CCN(c2ccc(Cl)cc2NC(=S)NC(=O)c2ccco2)CC1	-1	-2	12	1	-6	-7	-7	12	6
O=C(N/C=C/c1ccc(Cl)cc1)NCc1ccc(Cl)cc1	-12	-6	11	4	-26	-15	-24	0.2	-4
O=C(O)c1cc(-c2ccc(Cl)cc2)n[nH]1	-6	-1	13	4	9	-11	-1	0.5	0
Cc1ccccc1NC(=S)NC(NC(=O)COc1ccccc1)C(Cl)(Cl)Cl (stereo not drawn)	4	1	7	15	13	-23	-23	3.2	4
O=C(Nc1cccc(Cl)c1N1CCOCC1)c1ccc([N+](=O)[O-])o1	-7	-3	5	-1	-11	-4	-19	0.2	-9
Cc1cc(C(=O)NNC(=O)C(C)(C)Oc2ccc(Cl)cc2)c(C)o1	-8	-5	28	3	-21	-1	5	-0.2	-16
Cc1cc(NC(=O)NC2CCCN2S(=O)(=O)c2ccc(Cl)cc2)no1 (stereo not drawn)	-26	-4	-3	2	-17	-6	-19	1.3	12
O=c1[nH]c(/C=C\c2ccc(O)c(Cl)c2)nc(O)c1[N+](=O)[O-]	-11	-1	7	4	-19	-6	7	-0.2	-13
CC(C)(CNC(=O)c1sc2cc(F)ccc2c1Cl)N1CCOCC1	-1	-9	12	-1	9	-4	-6	2.5	-2
